# Screening results deposited in PubChem by NCI.
# All columns: NCI-60 one-dose screen, growth in % after 48 h at 10 µM unless noted; 100 = growth as untreated, 0 = no growth, -100 = all killed.
# SNB-75: SNB-75 CNS cancer; AID 1794750; hit rate 5% among 79,000
# HCC-2998: HCC-2998 colon cancer; hit rate 4.7% among 79,000; AID 1794799
# SNB-19: SNB-19 CNS cancer cells | hit rate 2.5% among 81,000
# HCT-116: HCT-116 colon cancer; hit rate 7.3% among 82,000
# SW-620: SW-620 colon cancer | hit rate 5.2% among 82,000
# HCT-15: HCT-15 colon cancer | hit rate 5.2% among 82,000
# COLO 205: COLO 205 colon cancer | hit rate 7.3% among 79,000 | AID 1794742
# HT29: HT29 colon cancer. hit rate 7.4% among 81,000. AID 1794748
# KM12: KM12 colon cancer cells. hit rate 5% among 82,000
# Numbers without * were called inactive; nt = no result given; & = joins results of further samples. How the source made its calls: active means growth percent below 10; inactive means the rest.
SMILES,SNB-75,HCC-2998,SNB-19,HCT-116,SW-620,HCT-15,COLO 205,HT29,KM12
CC(=O)O[C@H]1CCC2(C)C(=C/C(=N\O)C3C2CCC2(C)C3CC[C@@H]2OC(C)=O)C1 (stereo not given in full),89.6,112.2,105.1,94.6,112.6,79.2,111.7,88.6,81.6
N/C(=N\N=C\c1ccc(-c2ccccc2)cc1)N[N+](=O)[O-],-1.5*,60.9,55.3,28.7,20.7,31.6,24.9,14.0,32.1
CC(C)=CCC/C(C)=C\COC(=O)Cc1ccccc1,95.4,107.6,101.5,93.0,101.9,97.5,112.0,97.4,88.1
CC1(C)S[C@H]2CC[C@H]3OC(=O)[C@@H]1N23,90.9,97.7,101.1,103.1,112.9,106.1,137.0,106.0,110.9
CC1(C)CC(=O)C2=C(C1)N(Nc1ccccc1)c1nc(N)c(C#N)c(N)c1C2c1ccccc1Cl (stereo not given),91.4,117.8,97.9,87.3,102.5,106.2,111.6,101.7,102.9
C[n+]1c(-c2ccccc2)ccc2ccccc21,104.9,82.7,102.1,84.1,77.9,101.9,76.1,83.6,64.5
COc1cc(/C=C/[N+](=O)[O-])c([N+](=O)[O-])cc1OC,55.3,86.3,96.3,-62.4*,-57.3*,-45.2*,-52.7*,-66.0*,18.5
CC[C@H](C)[C@H](NC(=O)Nc1ccccc1)C(=O)N(C)[C@H](C[C@@H](OC(C)=O)c1nc(C(=O)N[C@@H](Cc2ccccc2)C[C@H](C)C(=O)OC)cs1)C(C)C,5.2*,18.7,45.0,6.9*,17.0,9.4*,-51.8*,-23.1*,4.3*
NC(N)=N/N=C\c1c[nH]c2ccc(Br)cc12,72.6,nt,67.1,92.0,100.8,104.5,84.5,92.3,94.9
CO[C@@H]([CH2][Hg][S]C#N)[C@@H]([CH2][Hg][S]C#N)OC,84.5,90.3,100.2,-100.0*,22.3,nt,66.2,79.4,106.8
CC1(C)N=C(N)N=C(N)N1c1ccc(OCCCNC(=O)Nc2cccc(S(=O)(=O)F)c2)c(Cl)c1,62.3,35.4,46.2,15.8,28.4,71.5,46.8,25.4,47.7
CCOC(=O)N(C(C)C)[N+](=O)[O-],99.1,109.5,104.7,100.0,101.9,98.1,114.3,101.5,104.2
CC12CC[C@H](O)C=C1/C(=N/O)CC1C2CCC2(C)C1CC[C@@H]2O (stereo not given in full),79.2,99.3,104.0,93.3,nt,97.9,114.6,98.0,nt
CC(Nc1ccccc1)C(=O)N1CC1 (stereo not given),93.0,100.6,105.7,107.8,104.8,102.7,107.5,106.5,103.4
CCN(CC)P(=O)(N1CC1C)N1CC1C (stereo not given),84.7,108.4,105.7,100.2,109.6,99.6,110.0,99.6,104.5

# Molecules above that have a Cl atom (two):
SMILES,SNB-75,HCC-2998,SNB-19,HCT-116,SW-620,HCT-15,COLO 205,HT29,KM12
CC1(C)CC(=O)C2=C(C1)N(Nc1ccccc1)c1nc(N)c(C#N)c(N)c1C2c1ccccc1Cl (stereo not given),91.4,117.8,97.9,87.3,102.5,106.2,111.6,101.7,102.9
CC1(C)N=C(N)N=C(N)N1c1ccc(OCCCNC(=O)Nc2cccc(S(=O)(=O)F)c2)c(Cl)c1,62.3,35.4,46.2,15.8,28.4,71.5,46.8,25.4,47.7

# Quoted from the results shown, two compounds:
SMILES,SNB-75,HCC-2998,SNB-19,HCT-116,SW-620,HCT-15,COLO 205,HT29,KM12
CO[C@@H]([CH2][Hg][S]C#N)[C@@H]([CH2][Hg][S]C#N)OC,84.5,90.3,100.2,-100.0*,22.3,nt,66.2,79.4,106.8
CC1(C)N=C(N)N=C(N)N1c1ccc(OCCCNC(=O)Nc2cccc(S(=O)(=O)F)c2)c(Cl)c1,62.3,35.4,46.2,15.8,28.4,71.5,46.8,25.4,47.7

# Looked up one by one from above (two):
SMILES,SNB-75,HCC-2998,SNB-19,HCT-116,SW-620,HCT-15,COLO 205,HT29,KM12
CC(C)=CCC/C(C)=C\COC(=O)Cc1ccccc1,95.4,107.6,101.5,93.0,101.9,97.5,112.0,97.4,88.1
CCN(CC)P(=O)(N1CC1C)N1CC1C (stereo not given),84.7,108.4,105.7,100.2,109.6,99.6,110.0,99.6,104.5

# Further results follow:
SMILES,SNB-75,HCC-2998,SNB-19,HCT-116,SW-620,HCT-15,COLO 205,HT29,KM12
O=C(c1ccccc1)C(Cc1ccccc1)N1CCOCC1 (stereo not given),105.5,106.5,103.4,110.6,98.4,105.7,95.8,102.1,107.3
COc1ccc(-c2nc3c(s2)CC[C@@]2(C)C3=CC[C@H]3[C@@H]4CC[C@H](O)[C@@]4(C)CC[C@@H]32)cc1,103.0,106.8,106.0,101.8,100.5,102.8,107.1,99.1,100.7
CC(=O)OC1CCC2(C)C(=CCC3C4CC(CN5CC5)C(=O)C4(C)CCC32)C1 (stereo not given),93.9,112.4,98.4,74.4,65.3,89.7,89.2,85.2,-3.4*
CC(C)(C)NC(=O)CCl,91.6,111.1,106.0,106.0,109.7,103.5,111.4,109.2,111.9
CCC(=O)C1(c2cccc(OC)c2)CCN(C)CC1,102.0,101.4,104.2,104.9,100.5,102.9,105.6,97.3,105.4
CC(C)NC(C)(C)C(=O)c1ccccc1,87.8,99.7,96.5,82.1,88.2,95.1,110.4,97.2,90.9
C=CC12CN(C)C3C4COC(CC41)C1(C(=O)Nc4ccccc41)C32 (stereo not given),86.0,36.2,97.4,91.9,93.0,103.5,111.5,108.9,101.6
CC(CN(CCCl)Cc1ccccc1)Oc1ccccc1 (stereo not given),92.8,102.0,101.8,88.5,107.8,101.8,112.1,103.2,103.6
CCCCCCCCOP(OCCCCCCCC)OCCCCCCCC,115.7,103.7,96.6,102.2,104.8,111.9,109.2,106.2,119.2
O=[N+]([O-])c1ccc(OP(=O)(CCl)N(CCCl)CCCl)cc1 (stereo not given),77.7,105.3,111.2,97.9,102.3,90.3,112.4,86.8,101.0
O=P(NC1CCCCC1)(Oc1ccccc1)Oc1ccccc1,76.0,107.8,105.1,76.1,106.3,88.7,108.6,97.0,102.9
NC(=O)C(Br)c1ccccc1 (stereo not given),nt,96.4,90.6,82.8,116.9,58.0,102.9,86.2,96.9
CC12CCC3C(C/C(=N\OC(=O)c4ccc(N(CCCl)CCCl)cc4)C4=CC(=O)CCC43C)C1CCC2=O (stereo not given),62.5,89.0,73.1,54.7,107.4,61.5,86.8,69.5,59.8
Cc1cc(Cl)ccc1OCCCC(=O)O,83.5,109.2,108.1,100.7,108.8,97.6,119.3,110.2,99.6
Cc1ccccc1NC(=O)NCCN1CC1,89.6&118.8,102.0&102.1,96.5&112.1,91.4&94.3,100.5&113.9,103.1&101.9,120.8&119.9,106.7&98.7,104.9&105.2
CCOC(=O)[C@@H](C)C[C@H](Cc1ccccc1)NC(=O)c1csc([C@@H](C[C@H](C(C)C)N(C)C(=O)CNC(=O)[C@H]2CCCCN2C)OC(C)=O)n1,-13.4*,9.0*,17.4,3.7*,24.5,12.8,-11.6*,4.5*,12.0
O=[N+]([O-])c1ccc(OCc2ccc(S(=O)(=O)F)c(Cl)c2)c(Cl)c1,92.8,105.0,107.8,90.1,98.8,84.6,101.1,99.2,112.9
CCOC(=O)N1C2CCCCC21 (stereo not given),102.8,107.4,111.2,105.6,nt,116.9,124.4,103.3,104.7
O=[N+]([O-])c1ccc(C[N+]23CCN(CC2)CC3)cc1,83.0,119.0,106.4,105.8,108.8,103.6,101.2,101.0,109.5
CC[C@H](C)[C@H](NC(=O)CN(C)C)C(=O)N(C)[C@H](C(=O)NC12C3C4C1C1C2C3C41C(=O)N[C@@H](Cc1ccccc1)C[C@H](C)C(=O)OC)C(C)C (stereo not given in full),90.7,104.7,104.9,92.8,102.0,110.4,110.7,102.4,100.0
CC(=O)OC1CC2(Cl)C(Cl)=C(Cl)C1(Cl)C2(Cl)Cl (stereo not given),82.7,123.7,141.0,92.8,115.1,112.7,103.2,106.5,97.6
CCOC(=O)c1cnc(N2CC2)nc1N,98.9&88.1,106.2&102.1,104.4&117.9,103.9&104.6,93.1&108.0,102.2&104.8,114.0&129.0,103.7&107.3,105.1&106.3
CC(=O)O[C@H]1[C@H]2[C@@H](CC[C@H]3C[C@@H](O)CC[C@@]32C)[C@@]2(O)CC[C@H](C(C)=O)[C@@]2(C)[C@@H]1OC(=O)/C=C/c1ccccc1,82.8,95.1,99.7,95.0,107.0,97.3,123.1,106.6,98.7
COc1cc(OC)c(S(=O)(=O)N(CCCl)CCCl)cc1C(=O)/C=C/c1ccc(C)cc1,90.1,93.6,29.8,58.0,82.8,81.8,116.6,80.7,81.1
O=[N+]([O-])c1no[n+]([O-])c1-c1ccncc1,97.4,109.1,100.3,114.8,104.4,105.3,113.7,112.4,106.0
CCCCCCCCC(=O)NCc1ccc(O)c(OC)c1,77.4&102.2,108.2,106.0,101.0&107.0,113.5&100.0,105.9&102.4,110.2&116.3,102.9&105.1,103.1&107.6
S=C=NCCc1ccccc1,54.2,nt,54.3,27.1,56.0,51.7,63.1,31.9,41.9
O=[N+]([O-])c1cc(Cl)c(O)c(Cl)c1,102.9,99.9&109.9,109.5&97.0,97.9&103.2,102.9&97.6,107.7&109.8,115.7&115.1,96.5&102.2,106.3&112.4
C/C(CCl)=N/NC1=NC(C)(CCC2(C)N=C(N/N=C(/C)CCl)SP2(=O)NC23CC4CC(CC(C4)C2)C3)P(=O)(NC23CC4CC(CC(C4)C2)C3)S1 (stereo not given),86.1,106.6,nt,94.8,92.2,97.4,100.0,100.7,90.0
Oc1cc(Br)c(Br)cc1O,84.0,104.7,nt,77.4,81.3,66.4,112.4,108.1,95.2
Nc1ccc(Oc2ccc(N)cc2)cc1,77.8,109.9,100.0,93.2,103.5,100.9,101.1,115.4,105.5
COc1cccc2c1c(C(=O)C(=O)Nc1ccn[nH]1)cn2Cc1ccc(F)cc1,90.1,39.6,107.0,102.8,102.2,106.1,103.4,105.2,104.6
COc1cc2c(c(Br)c1OC)[C@@H]1N(CC2)C(=O)c2ccccc2[C@]1(C)C(=O)O,105.6,105.0,101.3,103.3,102.4,100.5,112.5,107.0,108.2
C[C@]12C=CC(=O)C[C@@H]1CC[C@@H]1[C@@H]2C(=O)C[C@]2(C)C(=O)CC[C@@H]12,90.2,nt,103.0,88.1,105.1,95.5,114.9,104.7,108.2
COc1ccccc1N1CCN(C(C)(C)C)CC1,103.3,98.5,100.3,94.5,110.0,95.1,102.5,91.8,99.5
CC1(C)C(C(=O)c2cn(CCCCF)c3ccccc23)C1(C)C,96.0,115.8,104.3,90.4,99.1,91.9,99.5,48.8,101.5
COC(=O)CC[C@H](Cc1ccccc1)NC(=O)c1csc([C@@H](C[C@H](C(C)C)N(C)C(=O)[C@@H](NC(=O)[C@H]2CCCCN2C)C(C)C)OC(C)=O)n1,34.3,42.4,44.2,20.8,35.8,57.6,-49.7*,5.3*,24.8
Cc1ccc2oc(=O)c3c(c2c1)OC(/N=C/c1ccccc1)=C(C#N)C3c1ccc([N+](=O)[O-])cc1 (stereo not given),85.8,112.6,95.3,110.2,94.2,97.0,125.9,117.8,97.3
c1ccc2c(NCCCCCCNc3c4c(nc5ccccc35)CCCC4)c3c(nc2c1)CCCC3,86.2,87.6,90.4,58.8,73.2,71.3,71.3,37.9,82.1
CNCCc1ccc(O)c(O)c1,80.9,nt,103.4,nt,107.4,90.8,98.8,112.0,113.4
S=C=Nc1cccc2ccccc12,93.5,105.1,110.9,104.4,nt,102.6,106.3,98.4,104.9
CC(=O)Cc1ccc2c(c1)OCO2,116.8,101.7,98.8,102.0,109.6,113.3,116.7,98.6,96.1
COc1cc(N(CCCl)CCCl)c(OC)cc1/C=N\Nc1nnc(C)n1N,91.5,70.2,98.0,104.6,85.2,104.1,nt,100.0,95.6
CCCCCNC1C2[N+]3=c4c5c(c(O)c6c4=C(C=N6)CC3)NCCC51C(O)C(Br)C2(O)O (stereo not given),90.7,101.1,105.7,87.0,111.6,102.7,67.0,103.3,93.5
O=[N+]([O-])c1ccc(Cl)c([N+](=O)[O-])c1,nt,100.7,99.7,97.9,96.6,119.5,102.8,103.8,103.3
C[C@@H](Oc1cc(Cl)c(Cl)cc1Cl)C(=O)O,103.0,98.2,105.4,79.6,109.2,97.0,104.2,97.9,108.2
CC(C)c1cccc(C(C)C)c1OCCN1CCCCC1,93.9,94.5,109.9,83.0,107.4,95.3,nt,84.4,100.3
O=P1(c2ccccc2)CC=CC1,98.9,110.8,102.2,108.3,103.3,98.9,108.1,108.9,107.6
C[C@]12CCC3[C@@H](C[C@@H]4SC(Nc5ccccc5)=N[C@@]45CC(=O)CC[C@]35C)[C@@H]1CCC2=O (stereo not given in full),41.5,-32.7*,21.9,-85.5*,-17.9*,1.9*,-46.3*,-55.6*,23.2
Nc1cccc2c1Oc1ccccc1O2,132.7,109.4,114.2,93.3,106.5,101.8,134.0,118.6,113.7
O=C1C=C(N2C3C4CCC(C4)C32)C(=O)C=C1c1ccccc1 (stereo not given),65.4,115.3,91.4,85.0,82.6,82.7,115.4,107.6,102.2
CC(=O)O[C@H]1CC[C@H]2[C@@H]3CC=C4c5sc(-c6cccc(Cl)c6)nc5CC[C@]4(C)[C@H]3CC[C@]12C,90.9,105.3,105.2,99.4,110.3,105.7,113.4,105.4,103.2
IC1c2ccccc2C1I (stereo not given),92.1,109.2,100.7,99.8,120.6,102.2,nt,94.9,103.0
CCOC(=O)c1cncn1C(C)c1ccccc1 (stereo not given),94.3,117.6,106.2,105.8,115.4,106.0,108.6,95.1,104.2
CCOC(=O)N(C)N=O,102.5,105.1,105.5,97.7,105.6,102.7,112.6,101.8,nt
CCCCOc1nc2c(C)cccc2cc1C(c1c(O)c2ccccc2oc1=O)c1cn(CCCC)c2ccccc12 (stereo not given),88.4,103.6,79.8,92.0,97.6,73.2,107.4,95.9,90.9
Cc1ccc(C(OC2CC3CCC(C2)N3C)c2ccccc2)cc1 (stereo not given),60.6,81.8,104.5,57.0,100.4,82.4,78.8,48.1,88.3
O=C(Cl)N1CCOCC1,103.4,114.3,98.7,110.0,106.7,104.0,110.8,104.7,102.3

# The list is partial, so the mix of outcomes need not match the whole.
